# NR2E3 ag-1 = human photoreceptor-specific nuclear receptor agonism | CHO-S Gal4-NCOR/VP16-NR2E3 two-hybrid, luciferase | inhibition of corepressor binding, % at 3.98 µM | actives 0.35% (n = 360,000) | AID 602229;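 active means inhibition above the mean of all tested compounds plus 3 SD, cut at about 70% in these data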;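 further: 0% = DMSO with NR2E3 transfected cells and 100% = cells lacking NR2E3 construct; higher means lower luciferase signal from less NR2E3 corepressor binding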
# Target sequence (Q9Y5X4 whole entry, looked up, the tested form may be a part): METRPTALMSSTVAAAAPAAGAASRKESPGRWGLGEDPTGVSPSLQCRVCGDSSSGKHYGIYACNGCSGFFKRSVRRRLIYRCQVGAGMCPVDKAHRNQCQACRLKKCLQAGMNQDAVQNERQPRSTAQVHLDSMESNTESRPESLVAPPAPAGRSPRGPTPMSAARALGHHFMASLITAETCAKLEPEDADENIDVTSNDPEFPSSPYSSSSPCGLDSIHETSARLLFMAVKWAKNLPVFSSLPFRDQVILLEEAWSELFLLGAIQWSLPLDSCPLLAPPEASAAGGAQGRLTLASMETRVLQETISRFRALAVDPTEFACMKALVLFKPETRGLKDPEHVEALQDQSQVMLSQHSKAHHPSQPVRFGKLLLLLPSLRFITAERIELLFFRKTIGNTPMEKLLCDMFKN
# CF NFkB block = inhibitors of cystic fibrosis induced NF-kB; AID 588850; actives 0.86% (n = 360,000); KKLEB NF-kB-GFP reporter, PAF-induced, GFP fluorescence overnight; inhibition, % at 5 µM;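 active means at least 50% inhibition at 5 µM, scaled per plate between neutral and stimulator controls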;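 further: PAF is a Pseudomonas aeruginosa culture filtrate used as stimulus; plate controls were PAF-stimulated DMSO wells for no effect and unstimulated DMSO wells for full effect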
# TRPM1 prom inh = reduces MITF-dependent TRPM1 promoter luciferase signal; actives 0.83% (n = 330,000); inhibition, % at 12.5 µM; SK-MEL-5 TRPM1 promoter luciferase, 24 h;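 active means mean inhibition across replicates of 60% or more, whatever share of single replicates reaches that level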; further: values of inactives mirror those of a sister screen read the other way
# HIF-2a inh = HIF-2a inhibition. inhibition, % at 18.8 µM. actives 0.72% (n = 360,000). 786-0 RCC cells HIF-2a reporter, luciferase luminescence, overnight. AID 624352;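 active means inhibition of the luminescence signal of 40% or more relative to plate controls, in a single-dose primary screen at 18.75 µM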
# Peg3 promoter = Peg3 promoter activity inhibition; HeLa PEG-Prom luciferase reporter, luminescence, overnight; inhibition, % at 20 µM; actives 1.7% (n = 360,000);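 active means inhibition of at least 50% at 20 µM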
# KKLEB tox = counter-screen for CF NF-kB inhibitors: cytotoxicity. KKLEB CF airway cells viability, ATPlite luminescence, overnight; hits give low values; cells stimulated with P. aeruginosa culture filtrate. activity change (cytotoxicity), % at 5 µM. actives 0.36% (n = 360,000). AID 602141;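 active means corrected activity change at or below -50% at 5 µM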
# LMP1 NFkB inh = Epstein-Barr LMP1 NF-kappaB reporter inhibition; actives 0.69% (n = 350,000); AID 504558; inhibition, % at 12.5 µM; LMP1-induced NF-kappaB luciferase reporter cells, luminescence; in the data active means inhibition above about 41%;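 further: 0% = neutral control wells and 100% = reference inhibitor control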
# NR2E3 ag-2 = activates human photoreceptor nuclear receptor NR2E3; GST-NR2E3/biotin-RetCOR TR-FRET, 1536-well; inhibition of corepressor binding, % at 4.78 µM; actives 0.12% (n = 320,000); AID 2300;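 active means percent inhibition above the cutoff of mean plus 3 SD of all tested compounds, set per screening campaign, cut at about 20% in these data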;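 further: 0% = DMSO wells and 100% = biotin wells as full block of FRET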
#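 Test system – NR2E3–RetCOR corepressor complex · Quantity – NR2E3 fusion 1.35 nM · Buffer or medium – Tris pH 7.5 · Incubation – Compound–protein incubation for 5 h at 4 °C · Technique – TR-FRET, Eu(K)-anti-GST donor, streptavidin-D2 acceptor, ex 340, em 617/671 nm · Evaluation – percent inhibition of 671/617 nm emission ratio versus biotin and DMSO controls · Plate – 1536-well format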
# hiPSC survival = hiPSC single-cell survival enhancement. ATPlite luminescence; 100% = ROCK inhibitor wells, 0% = DMSO. actives 0.044% (n = 360,000). survival enhancement, % at 20 µM; in the data active means survival enhancement above about 18%;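 further: cells exposed to compounds for 16 hours before the ATP read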
# Shn3 3UTR inh = Schnurri-3 reporter inhibition in Clone20 osteoblasts; Clone20 osteoblast Shn3 3'UTR firefly luciferase, 24 h; inhibition, % at 12.5 µM; actives 0.52% (n = 360,000); AID 588674;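 active means mean inhibition of at least 75% with every replicate also reaching 75%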;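 further: 0% = median of neutral control wells and 100% = pilot-screen positive control compound; some compounds past the cut are filed as inactive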
# TRAIL sens C8 = caspase-8 TRAIL sensitization. inhibition (viability loss, TRAIL sensitization), % at 10 µM. actives 1% (n = 360,000). NB7+C8 cells + TRAIL, ATPlite viability luminescence;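 active means compounds causing at least 50% loss of cell viability in the single-dose screen, relative to plate controls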
# * marks the source's active call; other numbers are inactive results; . = no result given. Only part of the results is shown; count on the stated rates, not on these rows.
# The opening 3 entries, ahead of the listing:
# Screens in order – Shn3 3UTR inh	NR2E3 ag-1	KKLEB tox	LMP1 NFkB inh	CF NFkB block	TRAIL sens C8	HIF-2a inh	TRPM1 prom inh	hiPSC survival	NR2E3 ag-2	Peg3 promoter
1) Cn1c(=O)c(=O)n(C)c2cc(N3CCCCC3)c(NS(=O)(=O)c3ccc([N+](=O)[O-])cc3)cc21
→ 6	-6	1	-5	-20	3	-2	16	-0.5	0	7
2) N#CC(=C(c1ccccc1)c1ccccc1)c1ccccc1
→ -9	-7	8	-6	16	-1	13	4	-0.2	.	14
3) Cn1c(CNC(=O)c2ccco2)nnc1SCC(=O)c1ccccc1
→ 7	-3	-6	-9	7	-15	8	0	-0.7	0	-9

# Main list, repeating the preview:
# Screens in order – Shn3 3UTR inh	NR2E3 ag-1	KKLEB tox	LMP1 NFkB inh	CF NFkB block	TRAIL sens C8	HIF-2a inh	TRPM1 prom inh	hiPSC survival	NR2E3 ag-2	Peg3 promoter
1) Cn1c(=O)c(=O)n(C)c2cc(N3CCCCC3)c(NS(=O)(=O)c3ccc([N+](=O)[O-])cc3)cc21
→ 6	-6	1	-5	-20	3	-2	16	-0.5	0	7
2) N#CC(=C(c1ccccc1)c1ccccc1)c1ccccc1
→ -9	-7	8	-6	16	-1	13	4	-0.2	.	14
3) Cn1c(CNC(=O)c2ccco2)nnc1SCC(=O)c1ccccc1
→ 7	-3	-6	-9	7	-15	8	0	-0.7	0	-9
4) CCOc1ccc(OCCC(=O)OCC(=O)Nc2ccc3c(c2)OCCO3)cc1
→ -7	-29	-8	-6	18	-14	-15	7	2.3	-1	2
5) CCCN1C(=O)/C(=C2/C=Cc3ccccc3N2CC)SC1=S
→ 10	-26	0	0	14	6	-13	-11	2.2	3	-8
6) COc1ccc(C(=O)NCC(c2cccnc2)N2CCN(c3ccccc3OC)CC2)cc1OC (configuration not stated)
→ 21	-10	-6	11	-8	3	1	.	-1.7	1	1
7) COc1cccc(CNC(=O)c2cc3c(c(-c4cccc(-c5cccc(C#N)c5)c4)n2)[C@H](CCO)N(S(=O)C(C)(C)C)C3)c1 (some centres not stated)
→ 25	-22	-26	.	12	8	20	.	-1.9	.	23
8) CCOc1ccc(NC(=O)c2ccc(-c3csc(C)n3)cc2)cc1
→ -12	-7	11	4	-3	17	-1	-2	0.4	3	-10
9) O=C(Nc1nnc(COc2ccc(F)cc2)s1)c1cccs1
→ -2	-16	2	2	2	-1	-22	-2	4.6	-5	-6
10) Cc1ccc(S(=O)(=O)N(C)C[C@@H]2OCc3cn(nn3)CCCC(=O)N([C@@H](C)CO)C[C@H]2C)cc1
→ -11	22	0	3	4	-1	3	.	-1.6	.	1
11) COc1cc(C(=O)/C=C/Nc2ccc(NC(C)=O)cc2)cc(OC)c1OC
→ -2	-26	-9	1	5	-3	-14	11	-1.1	0	-13
12) Cc1ccc(CNS(=O)(=O)NCc2ccc(Cl)cc2)cc1
→ 13	-7	0	-11	-5	5	18	13	-0.5	-2	7
13) CCOC(=O)CCc1c(C)nc2c(c(C)nn2-c2ccccc2)c1C
→ 20	-22	19	3	-13	-2	-7	10	0.1	0	20
14) Cc1ccc(-c2nnn(CCC(=O)N3CCCCC3C)n2)cc1 (configuration not stated)
→ -19	-34	3	-17	-8	-1	-173	-38	-1.2	1	-92
15) CCOC(=O)c1c(S(=O)(=O)Nc2ccc(C)cn2)c(C)n(C)c1C
→ -1	2	6	-2	2	-15	5	12	0.6	1	9
16) O=c1c2sc3nc(N4CCOCC4)c4c(c3c2ncn1-c1ccccc1)CCCC4
→ 10	-31	-1	13	-5	6	-2	2	-0.1	3	4
17) COc1ccc(C(=O)NCc2nnc(SCC(=O)Nc3ccccc3OC)n2C)cc1
→ -4	-13	-7	-1	4	10	-3	-1	-0.7	1	-6
18) Nc1nccnc1C(=O)OCC(=O)Nc1cccc(S(=O)(=O)N2CCCCC2)c1
→ -12	-5	15	-2	-7	4	9	-1	0.7	0	-3
19) CC(=O)N/N=C/c1cc(C(C)C)cc(/C=N/NC(C)=O)c1O
→ 9	-4	23	-3	10	-11	4	17	1.2	4	4
20) O=C(O)c1cn(Cc2ccccc2)c2ccc(Cl)cc2c1=O
→ -12	-17	14	-4	-26	-26	10	-4	1.2	2	6
21) CCCC(=O)C1=C(O)C(C(=O)OC)C(C)(C)CC1=NC(C)C (configuration not stated)
→ 3	1	-1	-7	-13	-12	13	-1	-1.4	1	-1
22) C=CCN(CC=C)C(=O)c1ccc(OC2CCN(Cc3ccccn3)CC2)cc1
→ -7	-15	-8	-3	19	16	5	8	5.1	5	21
23) Nc1ccc(C(=O)OCC(=O)NC(=O)c2ccccc2)cc1[N+](=O)[O-]
→ -4	-7	4	-4	-4	7	8	-4	0.4	-1	10
24) CCCCn1c(N)c(N(CC(C)C)C(=O)CSc2nnc(-c3ccc(Cl)cc3)o2)c(=O)[nH]c1=O
→ 1	-26	-4	5	0	16	-2	-4	0.5	0	-10
25) COc1ccc(Cl)cc1-c1cc(C(=O)NCc2cccc(C(F)(F)F)c2)[nH]n1
→ 13	13	11	.	-42	-4	-7	.	-0.7	.	-2
26) Cc1ccc(C(=O)Nc2nnc(C)s2)o1
→ -5	-22	-15	-17	-7	9	-24	-9	0.4	-1	-7
27) Cc1ccc(C2C(C(=O)c3cccs3)=C(O)C(=O)N2CCN2CCOCC2)o1 (configuration not stated)
→ -15	-22	-5	4	-6	-9	-15	-8	-0.1	3	-18
28) Cn1c(SCc2cccc([N+](=O)[O-])c2)nc2ccccc2c1=O
→ 81	49	-2	12	6	23	-18	.	-0.4	2	14
29) Cc1cnc(CN(C)Cc2c(C(=O)N3CCCCCCC3)nc3ccc(Cl)cn23)[nH]1
→ 9	-35	6	-5	-22	-7	9	22	0.7	3	7
30) COc1cccc2sc(NC(=O)c3ccc(S(=O)(=O)N4CCOCC4)cc3)nc12
→ 5	0	4	-11	-13	-4	-6	4	1.7	-1	14

# Arranged by value in Shn3 3UTR inh (descending): 3 from the list above
no. | molecule | Shn3 3UTR inh
6 | COc1ccc(C(=O)NCC(c2cccnc2)N2CCN(c3ccccc3OC)CC2)cc1OC (configuration not stated) | 21
9 | O=C(Nc1nnc(COc2ccc(F)cc2)s1)c1cccs1 | -2
20 | O=C(O)c1cn(Cc2ccccc2)c2ccc(Cl)cc2c1=O | -12

# Returning to the listing; the 2 compounds before the break are reprinted first.
# Screens in order – Shn3 3UTR inh	NR2E3 ag-1	KKLEB tox	LMP1 NFkB inh	CF NFkB block	TRAIL sens C8	HIF-2a inh	TRPM1 prom inh	hiPSC survival	NR2E3 ag-2	Peg3 promoter
29) Cc1cnc(CN(C)Cc2c(C(=O)N3CCCCCCC3)nc3ccc(Cl)cn23)[nH]1
→ 9	-35	6	-5	-22	-7	9	22	0.7	3	7
30) COc1cccc2sc(NC(=O)c3ccc(S(=O)(=O)N4CCOCC4)cc3)nc12
→ 5	0	4	-11	-13	-4	-6	4	1.7	-1	14
31) COc1ccc(S(=O)(=O)N(CC(=O)O)Cc2ccccc2)cc1OC
→ 12	-11	2	-5	6	-9	17	-2	4.8	4	13
32) O=S1(=O)c2ccc(Br)cc2N2CCC[C@@H]2CN1Cc1ccc(Cl)cc1
→ 13	0	-28	1	29	-4	13	-7	0.2	.	24
33) Cc1cccc(C)c1NC(=O)c1sccc1SCc1cccc(C(F)(F)F)c1
→ 17	14	-1	10	0	11	16	4	3.2	2	42
34) CN(C(=O)COC(=O)Cn1c(C(F)(F)F)nc2ccccc21)c1c(N)n(Cc2ccccc2)c(=O)[nH]c1=O
→ 3	-4	23	2	-16	1	10	8	0.1	-3	13
35) COc1cc(CNc2ccc(N3CCCC3)cc2)ccc1OCc1ccccc1F
→ 6	-46	2	-24	-2	30	-110	-15	-2.5	-3	-140
36) Nc1ccc2c(c1)COc1ccccc1O2
→ -25	-25	0	-18	11	-1	-70	-42	-1.6	2	-92
37) CC1CCN(CCOc2ccc(Cl)c(Cl)c2)CC1
→ -19	7	9	-27	3	5	-6	-38	-0.8	-4	-6
38) CC(C)(C)c1ccc(C(=O)/C(C#N)=C/c2cccs2)cc1
→ -21	-7	-40	-5	19	-6	-96	-4	-0.8	2	-25
39) CCN(CC)S(=O)(=O)c1ccc(-c2nnc(SCC(=O)N3CCOCC3)o2)cc1
→ -7	7	-2	-6	10	7	1	-2	2.2	0	2
40) CC(C)(C)SC(=O)CC1NS(=O)(=O)OC2CCCCC12 (configuration not stated)
→ -8	-16	5	-6	1	6	6	-7	-3.8	6	-11
41) CCc1nc(SCc2cc(Cl)ccc2OC)n[nH]1
→ -4	-17	6	2	2	0	-1	-11	1.4	-5	-2

# High-throughput results deposited in PubChem BioAssay by several laboratories.
